CD40 NFkB inh – CD40 pathway inhibition in BL2 cells; BL2 NF-kB luciferase reporter, CD40L-induced, 4 h; inhibition, % at 10 µM; 0.94% of 83,000 active;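 active = mean inhibition of at least 50% with a set share of replicates also reaching that level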;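 also: 0% = neutral control wells and 100% = IKK inhibitor VII at 50 µM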
Numbers without * were called inactive; & = joins results of further samples; ! = a repeat was not active; [ ] = another dose, or the depositor's remark.

CD40 NFkB inh	canonical_smiles
-2	O=C(Nc1ccc(COc2ccccc2)cc1)c1cccc([N+](=O)[O-])c1
-7	C[C@H]1CN([C@@H](C)CO)C(=O)CCCn2cc(nn2)CO[C@H]1CN(C)C(=O)c1ccccc1
7	COCC(C)NCc1cccc([N+](=O)[O-])c1 (stereo not given)
2	CCOC(=O)CCCNC(=O)COc1ccccc1C#N
10	O=C(Nc1ccnn1C1CCN(C/C=C/c2ccccc2)CC1)c1ccccc1
2	N#C[C@@H]1[C@H](c2ccccc2-c2ccc(F)cc2)[C@H](CO)N1C(=O)NC1CCCC1
3	CC(C)NC(=O)N(C)C[C@@H]1OCc2cnnn2CCCC(=O)N([C@@H](C)CO)C[C@@H]1C
-5	CCOC(=O)C1CCCN(C(=O)Nc2cccc(Cl)c2)C1 (stereo not given)
12	COC(=O)[C@H](CCSC)NC(=O)c1cccnc1SC
-19[25 µM]	CN1C(=O)c2cc(NC(=O)Nc3ccccc3Cl)ccc2OC[C@H]2O[C@H](CC(=O)O)CC[C@H]21
24[25 µM]	CCCC#Cc1ccc([C@@H]2[C@@H](CO)N3C(=O)CN(S(=O)(=O)c4ccccc4C)C[C@H]23)cc1
-9	Cn1ccsc1=NC(=O)c1cc(S(=O)(=O)N2CCOCC2)ccc1Cl
1	COC(=O)c1c(NC(=O)c2ccccc2)sc2c1CC(C)(C)OC2
-51	COc1ccc(COC(=O)c2sc3nc4n(c(=O)c3c2C)CCC4)cc1
3	Cc1ccc2[nH]c3c(c2c1)CN(C(=O)CN1CCN(c2ccccn2)CC1)CC3
28	CN(CC(=O)Nc1ccc(N2CCOCC2)cc1)Cc1c(O)ccc2ccccc12
8[25 µM]	CC(C)NC(=O)NCC[C@@H]1CC[C@@H](NS(=O)(=O)c2ccc(Oc3ccccc3)cc2)[C@H](CO)O1
-56	Cc1cc(C(=O)OCc2nc3ccccc3s2)c(C)o1
1	CCCc1nc2ccccc2n1CCOC
-3	COc1ccccc1CN1C[C@@H]2N[C@H](C1)C2c1ccc(-c2ccccc2)cc1 (stereo not given in full)

Ordered by the number under CD40 NFkB inh (low to high): some entries from above.
CD40 NFkB inh	canonical_smiles
-7	C[C@H]1CN([C@@H](C)CO)C(=O)CCCn2cc(nn2)CO[C@H]1CN(C)C(=O)c1ccccc1
-5	CCOC(=O)C1CCCN(C(=O)Nc2cccc(Cl)c2)C1 (stereo not given)
-3	COc1ccccc1CN1C[C@@H]2N[C@H](C1)C2c1ccc(-c2ccccc2)cc1 (stereo not given in full)
3	CC(C)NC(=O)N(C)C[C@@H]1OCc2cnnn2CCCC(=O)N([C@@H](C)CO)C[C@@H]1C
7	COCC(C)NCc1cccc([N+](=O)[O-])c1 (stereo not given)

Quoted from above for reference:
CD40 NFkB inh	canonical_smiles
8[25 µM]	CC(C)NC(=O)NCC[C@@H]1CC[C@@H](NS(=O)(=O)c2ccc(Oc3ccccc3)cc2)[C@H](CO)O1
-56	Cc1cc(C(=O)OCc2nc3ccccc3s2)c(C)o1
1	CCCc1nc2ccccc2n1CCOC
-3	COc1ccccc1CN1C[C@@H]2N[C@H](C1)C2c1ccc(-c2ccccc2)cc1 (stereo not given in full)

Remaining list, next part
CD40 NFkB inh	canonical_smiles
3	O=C(CN1C(=O)NC(CCc2ccccc2)C1=O)N1CCCCCC1 (stereo not given)
-11	CSCCC(C(=O)N(C)CC(=O)Nc1cccc(F)c1)N1C(=O)c2ccccc2C1=O (stereo not given)
4	Cc1ccc(C)c(S(=O)(=O)N2CCCC2CNC(=O)C(=O)NCc2ccccc2)c1 (stereo not given)
1	O=C(Cc1c[nH]c2ccccc12)Nc1cccc(S(=O)(=O)N2CCCCC2)c1
-11	c1csc(-c2nnc(SCc3nc4ccccc4[nH]3)o2)c1
-22	O=C(Cc1cc2ccccc2o1)NCc1ccc(F)cc1
10	COc1ccc(Nc2ncnc3scc(-c4ccc(OC)cc4)c23)cc1
8[25 µM]	CN1CCCCN2[C@H](C1)[C@H](c1ccc(-c3ccc(F)cc3)cc1)[C@@H]2CO
-2[25 µM]	CCS(=O)(=O)N1CCC2(CC1)CN(C(=O)Nc1c(C)noc1C)[C@@H](CO)c1c2c2ccc(OC)cc2n1C
-20*!	C/C=C/c1ccc(C2[C@H]3CNC[C@@H]2N3Cc2cccc(OC)c2)cc1 (stereo not given in full)
-11	Nc1nnnn1/N=C/c1ccccc1Cl
-34&-28	c1ccc(-c2ccc(C3[C@@H]4CN(Cc5cccnc5)C[C@H]3N4)cc2)cc1 (stereo not given in full)
2[25 µM]	CN(C)C(=O)C[C@H]1C[C@@H]2c3cc(NC(=O)c4cccnc4)ccc3O[C@@H]2[C@H](CO)O1
14	COCC(C)NS(=O)(=O)c1ccccc1 (stereo not given)
-5	CCN(CC(=O)NCc1cccs1)C(=O)C1CC(=O)N(c2ccc(OC)cc2OC)C1 (stereo not given)
3	O=c1cc(S(=O)(=O)Cc2ccccc2)[nH]c(=O)[nH]1
11[25 µM]	C[C@H]1CN([C@@H](C)CO)C(=O)CCCn2cc(nn2)CO[C@@H]1CN(C)S(=O)(=O)c1ccc2c(c1)OCCCO2
3	O=C(Cn1c(=O)cnc2ccccc21)NC1CCC(O)CC1 (stereo not given)
8	C=CCNC(=O)NC(=O)COC(=O)C(C)Oc1ccc(Cl)cc1Cl (stereo not given)
-3[25 µM]	CCS(=O)(=O)Nc1ccc2c(c1)C(=O)N(C)[C@@H]1CC[C@@H](CC(=O)N[C@@H]3CCN(Cc4ccccc4)C3)O[C@H]1CO2

Single entries from the list:
CD40 NFkB inh result of Cc1ccc(C)c(S(=O)(=O)N2CCCC2CNC(=O)C(=O)NCc2ccccc2)c1 (stereo not given) = 4
CD40 NFkB inh result of CSCCC(C(=O)N(C)CC(=O)Nc1cccc(F)c1)N1C(=O)c2ccccc2C1=O (stereo not given) = -11
CD40 NFkB inh result of C=CCNC(=O)NC(=O)COC(=O)C(C)Oc1ccc(Cl)cc1Cl (stereo not given) = 8

The list continues.
CD40 NFkB inh	canonical_smiles
6	COc1ccccc1Cn1cccc1C=O
22	CC(=O)c1ccc(OCCCC(=O)Nc2ccc(Cl)c(S(=O)(=O)N3CCOCC3)c2)cc1
4	COc1cc(O)c(C(C)=O)c(OC)c1
5	Cc1nn(-c2ccccc2)c(C)c1NS(=O)(=O)c1ccccc1
3	Cc1cccc(NC(=O)COC(=O)c2ccc3c(c2)OCO3)c1C
5[25 µM]	CN(C)C(=O)c1cccc(-c2ccc3n(c2=O)C[C@H]2[C@H](CO)[C@@H](C(=O)NCC4CC4)N[C@@H]32)c1
15	O=C(NC1=NCCS1)C1CCN(S(=O)(=O)c2ccc(Cl)cc2)CC1
-18	CCc1noc(C)c1C(=O)OC(C)C(=O)Nc1ccc2c(c1)OCO2 (stereo not given)
0	CCCCn1c(N)c(N(CCOC)C(=O)Cn2c(=O)oc3ccccc32)c(=O)[nH]c1=O
-1	CN(Cc1cccs1)C(=O)CCc1ccc(S(=O)(=O)N2CCOCC2)cc1
-13[25 µM]	CC(C)(C)[S@@](=O)N1Cc2cc(C(=O)NCCN3CCCC3)nc(-c3cccc(-c4ccc(C#N)cc4)c3)c2[C@H]1CCO
-3	C[C@H](C(=O)N(C)C[C@@H]1OCc2ccccc2-c2ccccc2C(=O)N([C@@H](C)CO)C[C@H]1C)c1ccccc1
-25	CN1C(=O)NC(c2ccc(O)cc2)C2=C1CN(c1cccc3ccccc13)C2=O (stereo not given)
5	N#Cc1ccccc1OCC(=O)NC(N)=O
10	CN1CCN(C(=O)c2c(NC(=O)c3ccco3)sc3c2CCC(C(C)(C)C)C3)CC1 (stereo not given)
-6	CN(Cc1ccccc1)S(=O)(=O)c1ccc(OCC(=O)N2CCOCC2)cc1
-19	CCc1sc(C(=O)Nc2nc(-c3ccccn3)cs2)cc1C
6	CC12CN3CC(=O)N4CC5(C)CN(CC(C)(C4)C5=O)C(=O)CN(C1)CC(C)(C3)C2=O
-3	CCN(CCCCN1C(=O)c2ccccc2C1=O)c1ccc2c(c1)C(=O)N(C)C2=O
-41	O=C(c1ccc(CSc2ccccc2)cc1)N1CCCCCC1
-4	COc1ccc(C(CNC(=O)CNC(=O)c2ccccc2)N2CCCC2)cc1 (stereo not given)
-7	O=C(Nc1ccccc1N1CCOCC1)c1ccc2c(c1)OCCO2
11	Cc1ccc(S(=O)(=O)N2CCCCC2)cc1NC(=O)COC(=O)c1cccn1C
3	CC1(CC(=O)O)SC(=O)NC1=O (stereo not given)
-1	O=C(CN1C(=O)NC2(CCCC2)C1=O)NC(c1ccccc1)c1ccccc1
10	C=CCOc1ccc(Br)cc1CNC(C)(C)CO
-31[25 µM]	COc1ccc(NC(=O)N(C)C[C@@H]2OCCCC[C@H](C)Oc3ccc(NC(=O)c4ccncc4)cc3C(=O)N([C@H](C)CO)C[C@@H]2C)cc1
-1[25 µM]	CCCC(=O)Nc1ccc2c(c1)OC[C@H](C)NC[C@H](C)[C@@H](OC)CN(C)C2=O
8	O=C(NCc1ccco1)c1cnccn1
-4	COc1ccc(Cl)cc1NC(=O)CCN1C(=O)NC(C)(C)C1=O
-61	O=C(NCCCN1CCCCC1)c1ccc2nc(N3CCCCC3)sc2c1
0	CCn1c(Cc2ccccc2)nnc1SC(C)C(=O)NC1CC1 (stereo not given)
4	O=C(COC(=O)c1cccs1)Nc1nnc(-c2ccccc2)o1
-3	CCCCC1=NN(C(=O)c2ccncc2)C(O)(C(F)(F)F)C1 (stereo not given)
-16[25 µM]	O=C1CNC[C@@H]2[C@@H](c3ccc(C4=CCCC4)cc3)[C@H](CO)N12
5[25 µM]	C[C@@H]1CN([C@@H](C)CO)C(=O)c2cc(NC(=O)Cc3cn(C)c4ccccc34)ccc2O[C@H]1CN(C)Cc1ccc2c(c1)OCO2
-1	CC(C)CC(NC(=O)C(COCc1ccccc1)NC(=O)OC(C)(C)C)C(=O)NN (stereo not given)
15	CCN(CC)S(=O)(=O)c1cc(C)ccc1SC
-3[25 µM]	C/C=C/c1ccc([C@@H]2[C@@H](CO)N[C@@H]2CN(C)S(=O)(=O)c2ccccc2)cc1
-42	O=C(Cc1ccccc1F)Nc1cc(S(=O)(=O)N2CCOCC2)ccc1N1CCCC1
1	O=C1C2CCCN2C(=O)N1CCCCN1CCN(c2ccccc2)CC1 (stereo not given)
-6[25 µM]	CCNC(=O)C[C@@H]1CC[C@@H]2[C@H](COC[C@@H](O)CN2C(=O)c2ccccn2)O1
-6	COc1cc(CNC(=O)c2cc(C(=O)NCc3cc(OC)cc(OC)c3)n(C)n2)cc(OC)c1
-1[25 µM]	CO[C@@H]1CC[C@@H]2CCOc3c(C#N)cccc3C(=O)N(C)CC3(CCCCC3)CC(=O)N(C)C[C@H]1O2
-57	O=C(NCC1CCCO1)c1cccc(Oc2ccccc2)c1 (stereo not given)
-4	COc1ccc2c(C)c(C)c(=O)oc2c1OC
15	O=C(C[N+]1(CC#Cc2ccccc2)CCOCC1)c1ccc(Cl)cc1
12	O=C1CCCN1CCCn1cnc2c([nH]c3ccc(F)cc32)c1=O
-10	NC(=O)C1CCN(C(=O)Cc2ccc(-c3ccccc3)cc2)CC1
7[25 µM]	CS(=O)(=O)N1[C@H](CO)[C@@H](c2ccc(C#CC3CCCC3)cc2)[C@@H]1C#N
1	Cc1cc(C)n2nc(SCC(=O)N3CCC(C(=O)O)CC3)nc2n1
-6[25 µM]	N#C[C@H]1[C@H](c2ccccc2-c2cccc(F)c2)[C@@H](CO)N1C(=O)C1CCCCC1
7	CS(=O)(=O)N(CC(=O)NC1CCCC1)Cc1ccc(F)cc1
-15	O=C(/C=C/c1ccc2c(c1)OCO2)NCc1ccc(F)cc1
-4	C[C@@H]1CN([C@H](C)CO)C(=O)c2c(c3ccccc3n2C)-c2ccccc2CO[C@H]1CN(C)S(=O)(=O)c1ccc(C(F)(F)F)cc1
10	COc1cc(C(=O)OCC(=O)Nc2ccc(S(=O)(=O)N3CCCC3)cc2)cc(OC)c1OC
23	Cc1ccc2c(c1)N(CCCC(=O)NCC1COc3ccccc3O1)C(=O)CO2 (stereo not given)
4	COc1ccc(NC(=O)CN(C)C(=O)c2ccc(NS(=O)(=O)c3ccc4[nH]c(=O)[nH]c4c3)cc2)cc1
2	CCOC(=O)c1c(NC(=O)NC(C)(C)C)sc2c1CCN(C)C2
5	O=C(Nc1ccccc1F)C1CCN(S(=O)(=O)c2cccnc2)CC1

(next part)
CD40 NFkB inh	canonical_smiles
-9	COc1cccc(C(=O)Nc2nc(-c3ccccc3)c(-c3ccccc3)o2)c1
-7	COc1cccc(NC(=O)CN(C)C(=O)CCCc2c[nH]c3ccccc23)c1
0[25 µM]	CCC(=O)N1[C@H](CO)[C@H](c2ccccc2)C12CN(C(=O)c1ccc3c(c1)OCO3)C2
-6	NC(=O)c1ccsc1NC(=O)CN1C(=O)NC2(CCCC2)C1=O
-4	CC(C)CCNC(=O)CNC(=O)c1cccs1
-1	CCOc1ccc(CNCCCSc2ncccn2)cc1
-1	COc1ccc(OC)c(S(=O)(=O)N2CCN(C34CC5CC(CC(C5)C3)C4)CC2)c1
-2	O=C(c1ccc(F)cc1)N1CC(=O)N2[C@@H](CO)[C@H](c3ccc(C#CC4CCCC4)cc3)[C@@H]2C1
-5	COc1ccc(C(=O)C[n+]2ccc(-c3nnc4n3CCC4)cc2)cc1
-9[25 µM]	CCS(=O)(=O)Nc1ccc2c(c1)C(=O)N(C)[C@@H]1CC[C@H](CC(=O)NCCCN3CCOCC3)O[C@@H]1CO2
60*[25 µM]	C[C@@H]1CN([C@@H](C)CO)C(=O)c2c(c3ccccc3n2C)-c2ccccc2CO[C@H]1CN(C)Cc1cccc(C(=O)Nc2ccccc2N)c1
1	CCCc1cc(C(=O)NCC(C)C)no1
10	CC1CC(C)CN(C(=O)COC(=O)c2ccc(N3CCCC3=O)cc2)C1 (stereo not given)

Reprinted at random: 2 compounds from above, in no set order.
CD40 NFkB inh	canonical_smiles
-6	NC(=O)c1ccsc1NC(=O)CN1C(=O)NC2(CCCC2)C1=O
60*[25 µM]	C[C@@H]1CN([C@@H](C)CO)C(=O)c2c(c3ccccc3n2C)-c2ccccc2CO[C@H]1CN(C)Cc1cccc(C(=O)Nc2ccccc2N)c1

Not all compounds are listed. The share of hits here may be higher or lower than overall.
